# Screening results deposited in PubChem BioAssay by National Center for Advancing Translational Sciences (NCATS).
# RORg inh: qHTS for inhibitors of ROR gamma transcriptional activity; Drosophila S2 Gal4-RORgamma UAS-luciferase reporter, 20 h; hit rate 5.4% among 310,000; Potency, µM (highest dose often 53.6 µM), for inactives: at the top dose activity change, negative = inhibition, hits mostly inhibitors; note: % is set by controls: 0 for no effect and ±100 for the full control effect; nearly all actives have a fitted effect of over 60% in size
# Target sequence (P51450 whole entry, looked up, the tested form may be a part): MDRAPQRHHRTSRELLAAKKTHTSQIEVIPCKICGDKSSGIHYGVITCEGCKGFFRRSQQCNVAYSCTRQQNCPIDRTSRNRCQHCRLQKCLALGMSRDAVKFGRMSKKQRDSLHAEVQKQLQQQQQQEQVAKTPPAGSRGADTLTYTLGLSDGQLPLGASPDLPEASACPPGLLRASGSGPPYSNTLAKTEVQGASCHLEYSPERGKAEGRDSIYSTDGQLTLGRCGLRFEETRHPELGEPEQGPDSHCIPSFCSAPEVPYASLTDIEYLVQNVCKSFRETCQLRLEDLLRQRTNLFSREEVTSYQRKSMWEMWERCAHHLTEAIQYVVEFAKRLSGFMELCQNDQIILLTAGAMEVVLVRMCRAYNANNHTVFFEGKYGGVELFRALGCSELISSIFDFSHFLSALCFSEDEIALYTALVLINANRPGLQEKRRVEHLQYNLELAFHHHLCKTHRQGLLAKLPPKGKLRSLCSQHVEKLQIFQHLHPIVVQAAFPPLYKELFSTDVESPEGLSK
#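 Luminescence from a UAS-regulated Photinus luciferase reporter in stably transfected Drosophila Schneider cells is measured; decreased signal marks ROR gamma inhibition. Fusion expression is induced by 700 uM copper sulfate for 20 hr.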
# Gal4-VP16 FLuc: VP16 counterscreen qHTS for inhibitors of ROR gamma transcriptional activity; Drosophila S2 Gal4-VP16 UAS-luciferase, luminescence, 20 h; Potency, µM (top dose mostly 53.6 µM), without a hit: at the highest dose activity, negative = inhibition, usual class: inhibitors; hit rate 3.5% among 310,000; AID 2546, 2010;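 note: Gal4-VP16 expression switched on by copper sulfate through the metallothionein promoter; % is set by controls: 0 for no effect and ±100 for the full control effect; nearly all actives have a fitted effect of over 50% in size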
# MBNL1-CUG inh: qHTS Assay for Inhibitors of MBNL1-poly(CUG) RNA binding; hit rate 0.036% among 280,000; TR-FRET MBNL1-His/biotin-(CUG)12 binding, 665/545 ratio; Potency, µM (top dose mostly 57.5 µM), without a hit: at the top dose activity change, negative = inhibition, usual class: inhibitors; Muscleblind-like protein 1 (Homo sapiens), Q9NR56; AID 2675, 2010; active = well fitted inhibition curve with a large enough effect in the signal ratio, with a control signal flat, not every such curve was filed as active; inconclusive = small, poorly fitted or top-dose-only effect, or effect the other way, or a change in a side signal; inactive = no such curve, though single readings can be large or run the other way; the % refers to the signal ratio; note: % is set by controls: 0 for no effect and ±100 for the full control effect
# Target sequence (Q9NR56 whole entry, looked up): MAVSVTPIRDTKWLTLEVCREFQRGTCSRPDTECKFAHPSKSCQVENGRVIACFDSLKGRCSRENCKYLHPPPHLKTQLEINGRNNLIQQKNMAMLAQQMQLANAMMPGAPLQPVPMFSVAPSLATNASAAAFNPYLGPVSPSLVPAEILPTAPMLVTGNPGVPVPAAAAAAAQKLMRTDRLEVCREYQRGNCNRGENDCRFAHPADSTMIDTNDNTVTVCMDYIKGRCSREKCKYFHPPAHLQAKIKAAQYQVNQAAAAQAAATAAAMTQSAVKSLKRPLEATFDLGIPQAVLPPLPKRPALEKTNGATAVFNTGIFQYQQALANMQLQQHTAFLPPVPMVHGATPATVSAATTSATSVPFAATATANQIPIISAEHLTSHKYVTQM
#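 TR-FRET readout: Ex 340 nm, 665/545 nm emission ratio, normalized to buffer-only (basal) and MBNL1-(CUG)12 controls. Complex of MBNL1-His with Biotin-(CUG)12, compounds 92 nM–58 uM, incubated 60 min at room temperature.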
# uPA generation: qHTS for Inhibitors of Cell Surface uPA Generation | AID 540303, 2011 | hit rate 0.31% among 330,000 | cell surface uPA generation assay, qHTS | Potency, µM (highest dose often 38.3 µM), inactives show at the top dose activity change, negative = inhibition, usual class: inhibitors; active = well fitted inhibition curve with a large enough effect; inconclusive = small, poorly fitted or top-dose-only effect; inactive = no such curve, though single readings can be large or run the other way; tested in mouse RAW 264.7 cells; note: % is set by controls: 0 for no effect and ±100 for the full control effect; nearly all actives have a fitted effect of over 55% in size
# ELG1 genotoxic: qHTS screen for small molecules that induce genotoxicity in human embryonic kidney (HEK293T) cells expressing luciferase-tagged ELG1. HEK293T ELG1-luciferase reporter, luminescence, 16 h. Potency, µM (highest dose often 46 µM), without a hit: at the top dose activity change, positive = activation, most hits filed as activators. hit rate 1.3% among 330,000. AID 504466, 2011; note: % of control where 0% means no effect; nearly all actives have a fitted effect of over 60% in size
#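 Step 1: seed 2,000 HEK293T ELG1-luciferase cells per well. Step 2: add compound or DMSO, incubate 16 hr at 37 °C. Step 3: ONE-Glo, 30 min at room temperature, read luminescence.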
# BRCA1 expr up: qHTS Assay to Identify Small Molecule Activators of BRCA1 Expression; MCF7-BRCA1-FFLuc reporter, luminescence, 48 h; response scale: scaled: vehicle 0%, 10 µM genistein 100%; Potency, µM (doses to about 46.1 µM), for inactives: at the highest dose activation, actives largely listed as activators; hit rate 1.1% among 380,000; AID 624202, 2012; note: nearly all actives have a fitted effect of over 80% in size; some results filed as inactive show a strong effect at the top dose
#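 MCF7 cells carrying a BRCA1-firefly luciferase reporter (2000 cells/well, phenol-red free MEM) were attached for 2 h at 37 °C, then given compounds for 48 h. Luminescence was read 15 min after luciferase reagent; activity normalized to genistein (10 microM) and DMSO.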
# p53 reactivator: qHTS assay for re-activators of p53 using a Luc reporter | hit rate 0.063% among 320,000 | H1299 p53-A138V BP100-luciferase reporter, luminescence, 24 h | Potency, µM (highest dose often 92.2 µM), for inactives: at the highest dose activity change, positive = activation, actives largely listed as activators; note: % of control where 0% means no effect; nearly all actives have a fitted effect of over 45% in size
#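 p53-null H1299 cells stably carrying temperature-sensitive p53-A138V and a BP100-luciferase reporter were pinned with compounds (4-point, 1:5 series) and held 24 hrs at 37 deg C. Luminescence was read 10 min after detection reagent.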
# Rab9 prom act: qHTS Assay for Rab9 Promoter Activators | Huh7 Rab9 promoter-luciferase reporter, luminescence, 24 h | Potency, µM (doses to about 9.22 µM), for inactives: top-dose activation, negative = inhibition, hits mostly activators | hit rate 2.8% among 320,000 | AID 485297, 2010; note: % of control where 0% means no effect; nearly all actives have a fitted effect of over 60% in size
#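 Promoter activation is measured as luciferase luminescence in Huh7 cells stably transfected with a Rab9 promoter–luciferase construct, following 24 h compound exposure at 37 °C and 10 min reagent incubation at ambient temperature.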
# NPC1 prom act: qHTS Assay for NPC1 Promoter Activators. Huh7 NPC1 promoter luciferase reporter, 24 h. Potency, µM (titrated, usually from 9.22 µM), for the others: at the top dose activation, actives largely listed as activators. hit rate 2.4% among 320,000. AID 485313, 2010;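 note: % of control where 0% means no effect; nearly all actives have a fitted effect of over 60% in size; reporter is driven by a mutant NPC1 promoter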
#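 Cells: Huh7 expressing luciferase under the NPC1 promoter, 1500/well. Seeded 2 h, compound added, incubated 24 h at 37 °C. Luciferase reagent, 10 min ambient, then luminescence.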
# FLuc modulator: qHTS profiling assay for firefly luciferase inhibitor/activator using purifed enzyme and Km concentrations of substrates (counterscreen for miR-21 project) | Luciferin 4-monooxygenase (Photinus pyralis), P08659 | purified FLuc, Km substrates, luminescence inhibition | Potency, µM (doses to about 57.5 µM), for the others: at the top dose activity change, negative = inhibition, actives largely listed as inhibitors | hit rate 6.9% among 360,000 | AID 588342, 2011;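 note: plate controls were vehicle for no effect and reference inhibitor for full effect; nearly all actives have a fitted effect of over 55% in size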
#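 Purified P. pyralis luciferase, 10 nM final, with Km-level 10 uM D-luciferin and 10 uM ATP in 50 mM Tris acetate pH 7.5, 10 mM Mg acetate, 0.01% Tween-20, 0.05% BSA; 6-point qHTS titration about 60 µM downward; luminescence read.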
# Active calls of the source: *; u = inconclusive; x = not tested or not shown; & = joins results of further samples; [ ] = remark or other dose. Unless noted, calls come from the whole dose curve; as a rule, active = well fitted curve in the direction sought with a large enough effect; inconclusive = small, poorly fitted or top-dose-only effect, or another doubt; inactive = no such curve, though single readings can be large; an effect the other way counts as inactive or inconclusive. Potency is the fitted concentration of half-maximal effect.
SMILES,RORg inh,Gal4-VP16 FLuc,MBNL1-CUG inh,uPA generation,ELG1 genotoxic,BRCA1 expr up,p53 reactivator,Rab9 prom act,NPC1 prom act,FLuc modulator
NS(=O)(=O)c1ccc(CCNC(=O)CSc2nc3ccsc3c(=O)n2CC(=O)O)cc1,-62%,-6%,0%,-3%,2%,6%,25%,-2%,-3%,-2%
COc1ccccc1-c1coc2c(CN3CCN(C)CC3)c(O)ccc2c1=O,-27%,1%,-4%,-1%,-2%,0%,-15%,-5%,1%,-1%
O=C(O)CSC1=NC(=Nc2cccc(Cl)c2)C2(CCCCC2)N1c1ccccc1,-8%,-15%,9%,6%,0%,-4%,1%,-2%,-3%,2%
COc1cccc(OC)c1C(=O)NNC(=O)c1cccnc1,2%,-2%,x,2%,0%,-9%,1%,-3%,-3%,0%
O=C(NCc1cccs1)C1CCCN(S(=O)(=O)c2cccs2)C1 (stereo not given),u,-1%,-5%,4%,0%,-18%,-8%,-1%,2%,1%
O=C(NCc1ccc2c(c1)OCO2)c1c(-c2ccccc2)sc2ccccc12,x,x,x,-2%,16%,29%,18%,x,x,x
CN(C)C(=O)COC(=O)c1cccc(CN2C(=O)c3ccccc3C2=O)c1,29%,-2%,19%,0%,1%,-2%,1%,0%,-1%,4%
O=C(CN1CCN(S(=O)(=O)c2ccccc2Cl)CC1)NCC1(N2CCOCC2)CCCCC1,x,x,x,0%,-1%,-15%,-3%,-8%,0%,2%
CCC1CN(C(=O)N2CCC(C(=O)NCc3cc(OC)c(OC)c(OC)c3)CC2)c2ccccc2O1 (stereo not given),15%,6%,-3%,1%,-2%,0%,-5%,-10%,3%,1%&-1%
O=C(O)CCC(=O)c1ccc2c(c1)OCCCO2,u,-2%,-12%,1%,5%,9%,9%,3%,-7%,-3%
Cc1nc2ccccc2c2oc(C(=O)NCC3CCCO3)cc12 (stereo not given),-11%,-9%,-10%,x,-11%,-24%,-5%,-1%,-3%,-4%
Cc1ccccc1C(=O)Nc1nnc(S(=O)(=O)N(C)Cc2ccco2)s1,u,7%,4%,1%,1%,-5%,u,-4%,1%,0%
O=C(Nc1ccc(F)cc1)c1cccnc1Oc1ccccc1,23%,2%,7%,-12%,-5%,-9%,-1%,0%,-4%,2%
COc1ccc(C2NC(c3ccc(OC)cc3)C(C)C(=O)C2C)cc1 (stereo not given),6%,7%,0%,3%,-1%,0%,13%,-3%,-3%,-2%
Cc1ccccc1NC(=O)NC(C)(C)CC(C)(C)C,-4%,2%,-1%,21%,0%,-6%,16%,-1%,-2%,-2%
N#Cc1ccccc1NC(=O)c1ccc2c(Cl)c3c(nc2c1)CCCC3,-2%,10%,-14%,12%,12%,6.3µM*,u,3.5µM*,u,3.8µM*
COc1cccc2sc(NC(=O)c3ccc(Br)s3)nc12,-45%,-22%,202%[activator],8%,u,-14%,9%,u,u,2.4µM*
N=C1/C(=C\c2ccc(-c3cccc(C(=O)O)c3)o2)C(=O)N=C2SC=C(c3ccccc3)N12,20%,3%,x,3%,6%,55%,9%,16%,5%,u
CCn1cnc2c1c(=O)n(CC(=O)OC(C)C(N)=O)c(=O)n2Cc1ccccc1 (stereo not given),-22%,0%,-1%,16%,-2%,-14%,22%,5%,-2%,3%
Cc1cccc(/C=N/NC(=O)Cn2nccc2C)n1,u,-4%,12%,1%,0%,12%,-11%,1%,-5%,-1%
O=C(Nc1ncccc1O)c1cccc(S(=O)(=O)N2CCCC2)c1,x,x,x,8%,-7%,-8%,2%,-1%,1%,u
O=C(NCc1ccccn1)c1ccc([N+](=O)[O-])cc1,-3%,-5%,25%[11.5 µM],4%,-1%,-2%,3%,-3%,-1%,-2%
Cc1ccc[n+](CC(=O)Nc2cccc([N+](=O)[O-])c2)c1,12%,-11%,u,14%,-1%,-5%,10%,-1%,-4%,0%
O=C(COC(=O)Cc1ccc(S(=O)(=O)N2CCOCC2)s1)Nc1ccc2c(c1)OCO2,33%,10%,14%,0%,1%,31%,2%,10%,1%,-4%
CCOC(=O)c1ccc(NC(=S)N(CCCN2CCN(C)CC2)Cc2cccs2)cc1,12%,4%,-1%,-2%,1%,-19%,-3%,2%,-4%,0%
Cc1c(C(=O)NCc2ccccn2)oc2c(Cl)cccc12,x,x,x,1%,6%,-47%,-4%,-5%,1%,0%
O=C(COC(=O)CCCN1C(=O)c2cccc3cccc(c23)C1=O)NC1CCS(=O)(=O)C1 (stereo not given),x,x,x,-1%,1%,-3%,7%,-1%,0%,2%
CS(=O)(=O)N1CCc2cc(C(=O)Nc3ccccc3Cl)ccc21,21%,18%,-4%,-2%,u,u,x,u,u,u
CC(=O)c1cc(C(=O)Nc2ccc(C(=O)O)cc2)oc1C,-26%,1%,-5%,3%,2%,0%,-1%,4%,-1%,-3%
CCOC(=O)C(NCc1ccco1)(NC(=O)c1ccccc1)C(F)(F)F (stereo not given),u,-8%,-5%,-2%,-3%,-12%,-5%,1%,6%,1%
CCN(CC)c1ccc(Nc2nc(-c3cccnc3)cs2)cc1,41%,-16%,6%,-1%,11%,4µM*,12%,3.2µM*,2.8µM*,11µM*
O=C(Nc1ccccc1N1CCN(C(=O)c2ccccc2)CC1)c1cccc(Cl)c1,-1%,-3%,-11%,-7%,-8%,-38%,-1%,-3%,-3%,-1%
CCC(CC)NC(=O)c1cc2c(C)nn(Cc3ccccc3Cl)c2s1,11%,4%,-10%,-3%,10%,-37%,-5%,8%,-4%,2%
CC(=O)NS(=O)(=O)c1ccc(NC(=O)c2ccc3c(c2)OCO3)cc1,20µM*,0%,-17%,11%,1%,1%,12%,26%,5%,u
CC1(C)CC(=O)C(Br)=C(O)C1,9%,-11%,0%,1%,0%,-5%,14%,-2%,-4%,-3%
N#Cc1ccccc1OCC(=O)OCC(=O)NC1CC1,x,x,x,-20%,0%,10%,1%,-10%,1%,x
COc1cc(C(=O)NNC(=O)c2cccn2C)cc(OC)c1OC,x,x,x,12%,1%,0%,0%,-1%,0%,0%
O=C(Nc1ccc(N2CCCC2)cc1)c1cccc(Cl)c1,u,-18%,-1%,-10%,1.2µM*,u,x,0.25µM*,0.32µM*,0.67µM*
Nn1c(SCC(=O)NCc2ccccc2)nncc1=O,-7%,-1%,2%,-2%,0%,-2%,25%,-2%,-1%,-2%
N#Cc1c(SCC(=O)Nc2nc3ccc(Br)cc3s2)sc2c(O)cc(=O)[nH]c12,-2%,3%,20%,2%,0%,11%,13%,26%,26%,u
O=C1C(NS(=O)(=O)c2ccc(Br)cc2)=C(N2CCCCC2)C(=O)c2ccccc21,-44%,u,u,1%,-18%,8%,15%,7%,-2%,u
CCOC(=O)CC1=C(C(=O)OCC)C(c2ccc(OC)c(OC)c2)C(C#N)=C(N)O1 (stereo not given),-24%,0%,5%,-1%,4%,4%,-2%,1%,-1%,2%
CC1(C)CC(=O)C(N=Nc2ccc(S(=O)(=O)N3CCOCC3)cc2)=C(O)C1,u,-16%,u,2%,-3%,1%,2%,13%,8%,-2%
COc1cc(S(=O)(=O)N2CCN3CCCC3C2)ccc1-n1cnnn1 (stereo not given),19%,-6%,-8%,0%,-6%,0%,0%,-4%,-2%,3%
CCOc1cc(CNc2ccc3[nH]c(=O)[nH]c3c2)ccc1OCC(=O)NC(C)(C)C,-25%[0.365 µM],x,u,-1%,-40%[inhibitor],-23%,0%,0%,0%,-3%
O=S(=O)(c1ccc(N2CC=C(c3ccccc3)CC2)nc1)N1CCCC1,-4%,2%,u,x,-9%,-62%,-8%,1%,0%,2%
COc1ccccc1N(C)S(=O)(=O)c1ccc(C(=O)NC(C)(C)C)cc1,-44%,2%,-21%,3%,2%,2%,-1%,0%,0%,-1%
CCOC(=O)CSc1nnc([C@@H](NC(=O)OC(C)(C)C)C(C)C)o1,13%,-6%,6%,-3%,-3%,-10%,-19%,3%,2%,3%
CN(CC(=O)Nc1ccc(N2CCOCC2)cc1)CC(=O)Nc1ccc(N2CCOCC2)cc1,18%,-14%,-10%,-3%,-2%,16%,2%,-3%,-2%,-7%
CCOc1cc(C2C(C(=O)c3ccccc3)=C(C(=O)OC)Nc3nnnn32)ccc1O (stereo not given),6%,-11%,u,3%,-1%,0%,18%,-7%,0%,-11%
Cn1nnc2sc3c(c2c1=O)CCCC3,4%,-7%,u,x,-6%,7%,5%,-1%,-1%,1%

# Rows are unselected; any-hit rate near 13%.
